Bioassay records (PubChem)
ERK EGF block: blocks ERK signaling stimulated by EGF; 130,000 compounds, 0.41% hits; AID 1454; HEK293-V1b, EGF-stimulated phospho-ERK AlphaScreen; Potency, µM (series often up to 11.5 µM), for inactives: at the highest dose activity change, negative = inhibition, hits mostly inhibitors; active means well fitted inhibition curve with a large enough effect; inconclusive means small, poorly fitted or top-dose-only effect, or effect the other way;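 further: plate controls were stimulated vehicle wells for no effect and unstimulated vehicle basal for full effect; nearly all actives have a fitted effect of over 55% in size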
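Compounds are titrated over HEK293-V1b cells kept overnight in 1% FBS. After 30 min at 37C, EGF (25 nM final) triggers ERK phosphorylation for 5 min, measured by AlphaScreen in lysates.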
Starred values were filed as active, the others as inactive; ? = inconclusive; [ ] = another dose, or the depositor's remark. Potency means the concentration at half of the fitted maximal effect. Only part of the results is shown; rates above refer to the full screens.

Start of the listing, in advance, six compounds:
ERK EGF block | structure
5% | O=c1[nH]c2cc3c(cc2cc1C(c1nnnn1C1CCCCC1)N1CCSCC1)OCCO3 (stereo not drawn)
6%[57.5 µM] | CC(C)(C)OC(=O)NCCNC(=O)c1cccs1
-2% | O=C1Nc2ccc(Cl)cc2C12Nc1ccccc1-c1nnc(SCc3ccccc3F)nc1O2 (stereo not drawn)
8%[57.5 µM] | COc1cc(NCc2ccccc2O)c2ncccc2c1
-28% | COc1ccc(-n2cc(CNC3CCC(O)CC3)c(-c3cccc(F)c3)n2)cc1 (stereo not drawn)
-2% | Cc1ccc(S(=O)(=O)Nc2cc(=O)[nH]c(SCC(=O)Nc3ccccc3Cl)n2)cc1

All compounds of this part, from the start:
ERK EGF block | structure
5% | O=c1[nH]c2cc3c(cc2cc1C(c1nnnn1C1CCCCC1)N1CCSCC1)OCCO3 (stereo not drawn)
6%[57.5 µM] | CC(C)(C)OC(=O)NCCNC(=O)c1cccs1
-2% | O=C1Nc2ccc(Cl)cc2C12Nc1ccccc1-c1nnc(SCc3ccccc3F)nc1O2 (stereo not drawn)
8%[57.5 µM] | COc1cc(NCc2ccccc2O)c2ncccc2c1
-28% | COc1ccc(-n2cc(CNC3CCC(O)CC3)c(-c3cccc(F)c3)n2)cc1 (stereo not drawn)
-2% | Cc1ccc(S(=O)(=O)Nc2cc(=O)[nH]c(SCC(=O)Nc3ccccc3Cl)n2)cc1
8% | CC1=C(C(=O)Nc2ccccc2C(F)(F)F)C(c2sccc2C)NC(=S)N1 (stereo not drawn)
-6%[57.5 µM] | C=C(C)CN(CC)C(=O)CCc1nnc(CCCc2ccccc2)o1
2% | O=C(NCc1ccc2c(c1)OCO2)C(C(=O)c1ccccc1)n1cc(Cl)ccc1=O (stereo not drawn)
-12% | Cc1ccc(Nc2nnc(SCC(=O)NC3CCCc4ccccc43)s2)cc1 (stereo not drawn)
7% | COc1ccc(/C=N/NC(=O)c2cccc(OC(F)(F)C(F)F)c2)c(OC)c1OC
-1%[57.5 µM] | O=C(C1=C[C@@H](c2csc3ccccc23)C[C@@H](OCc2ccc(CO)cc2)O1)N1CCOCC1
8% | Cc1cccc2nc(CSc3nc4ccccc4o3)cn12
-3% | COCCn1c(CCc2ccccc2)n[nH]c1=S
2% | CN(C)C1C(=O)c2ccccc2C1=O
-10% | C=CCNCCCOc1ccc(Cl)cc1C(C)(C)C
3% | CCN(C(=O)COC(=O)CNC(=O)C12CC3CC(CC(C3)C1)C2)C1CCS(=O)(=O)C1 (stereo not drawn)
-1% | Cc1cc(C)c(O)c(N)c1
-5% | CCC(c1nnnn1C1CCCC1)N1CCC(C(N)=O)CC1 (stereo not drawn)
8%[57.5 µM] | CNc1ncc(-c2nnnn2-c2ccccc2)c(-c2ccccc2)n1
-6%[57.5 µM] | NC(=O)C1=C[C@@H](c2coc3ccccc3c2=O)C[C@@H](OCCCCO)O1
2% | O=C(O)c1c[nH]c(=O)c2ccccc12
2% | CCOC(=O)CNC(=O)CSc1nc(-c2ccc(OC)cc2)ns1
-5%[57.5 µM] | COc1cc(C(CCN2CCCCC2)c2c(OC)cc(OC)c3c(C)cc(=O)oc23)cc(OC)c1OC (stereo not drawn)
11%[57.5 µM] | Oc1ccc(Br)cc1CNc1ccccn1

Some values from the list.
COc1ccc(-n2cc(CNC3CCC(O)CC3)c(-c3cccc(F)c3)n2)cc1 (stereo not drawn) in ERK EGF block: -28%
Cc1cccc2nc(CSc3nc4ccccc4o3)cn12 in ERK EGF block: 8%
COc1cc(NCc2ccccc2O)c2ncccc2c1 in ERK EGF block: 8%[57.5 µM]

Further records:
ERK EGF block | structure
1% | O=C(Nc1ccccc1)C1=C(O)CC(c2ccc(Cl)cc2)N2CCN=C12 (stereo not drawn)
10% | Cc1c(C(=O)N2CCc3ccccc3C2)oc2ccc(S(=O)(=O)N3CCCCCC3)cc12
7% | O=C(c1ccco1)N1CCN(c2nc(C(F)(F)F)nc3c2nnn3Cc2ccccc2)CC1
? | Cc1ccc(N2CCN(C(=S)c3ccc(-c4ccccc4[N+](=O)[O-])o3)CC2)cc1
1% | O=[N+]([O-])c1nn(-c2ccc3c(c2)OCCO3)n(O)c1=NCc1ccc(F)cc1
-4% | Cc1cc(OCCOCCN(C)C)ccc1Cl
-35% | Cc1ccc(-n2c(Cc3noc4ccccc34)n[nH]c2=S)cc1
? | CN(C)S(=O)(=O)c1cccc(NC(=O)COC(=O)c2cccn2C)c1
0% | CNC(=O)/C(=C\c1cccc(Oc2ccccc2)c1)NC(=O)c1ccccc1
4% | CCCCC(=O)Nc1ccc(NC(=S)NC(=O)CC(C)C)cc1OC
-3% | Cc1cc(NC(=O)c2ccc(Br)c([N+](=O)[O-])c2)no1
-22%[57.5 µM] | COc1c(Cl)cccc1-c1cn2ccccc2n1
3% | COc1cc(C(=O)OCCNC(=O)c2ccncc2)cc(OC)c1OC
-5%[57.5 µM] | COc1ccc(/C(=N/OC(C)=O)c2nccc3cc(OC)c(OC)cc23)cc1OC
0%[57.5 µM] | O=C(Nc1cccc(Cl)c1N1CCOCC1)c1ccc([N+](=O)[O-])o1
-3% | O=C1CCCN1CC1CCN(Cc2nc(CC3CC3)no2)CC1
0% | Cc1ccc(Sc2sc(=O)n(C)c2S(=O)(=O)c2ccc(C)cc2)cc1
-3%[57.5 µM] | Cc1nn(-c2ccc(Cl)cc2)c(=O)c2c(C)noc12
0% | Cc1ccc(N=C(N(C)C)P(=O)(N(C)C)N(C)C)c(C)c1
-7% | COc1ccc(NC(=O)CSc2ccc(F)cc2)cc1S(=O)(=O)N1CCCCC1
? | CCOC(=O)Cc1ncccc1C(=O)Nc1ccc(Oc2ccccc2)cc1
-10% | O=C(CSc1nnc2ccccn12)NCCc1ccc(Cl)cc1
4% | C/C(N)=C(/C#N)C(=O)COC(=O)CNS(=O)(=O)c1ccc(F)c(F)c1F
9% | CC1(C)OC(C)(C)/C(=C/Nc2ccc(O)cc2)C1=O
3% | CCC1OC(=O)C(C)[C@@H](O[C@H]2C[C@@](C)(OC)C(O)C(C)O2)C(C)[C@@H](O[C@@H]2OC(C)CC(N(C)C)C2O)[C@@](C)(O)CC(C)C2NC(COCCOC)O[C@H](C2C)[C@@]1(C)O (stereo partly drawn)
-1% | COc1ccc(-c2csc(NC(=O)C3CC(=O)N(Cc4ccco4)C3)n2)cc1 (stereo not drawn)
-2% | O=C1OCCN1C(=O)[C@H]1[C@H](c2ccc(F)cc2)C(c2ccc(F)cc2)=NN1c1ccc(Br)cc1
8% | Nc1nnc(SCC(=O)OCC(=O)Nc2ccc(Br)cc2F)s1
0%[57.5 µM] | CC1CCCC(NC(=O)c2ccc3c(SCC(=O)O)c4c(nc3c2)CCC4)C1C (stereo not drawn)
11%[57.5 µM] | CCN(CC)S(=O)(=O)c1cc(NC(=O)NCCCl)ccc1C
9% | O=C(c1ccc(Cl)cc1[N+](=O)[O-])N(Cc1ccccc1)Cc1ccccc1
1% | CC(Sc1ccccc1)C(=O)N/N=C/c1cccnc1 (stereo not drawn)
? | COc1ccc(/C(C)=N/Nc2ccc(F)cc2F)c(O)c1
-40% | COC(=O)Nc1ccc(S(=O)(=O)N2CCC(C(=O)N(C)C3CCCCC3)CC2)cc1
-9% | CC1=C2C(=CO[C@H](C)[C@H]2C)C(=O)C(C(=O)O)=C1O
-6% | N#CC1=C(N)Nc2nc3ccccc3n2C1c1ccc(F)cc1 (stereo not drawn)
-10% | O=C(O)CNC(=O)c1ccc(Sc2ccccc2)c([N+](=O)[O-])c1
-3% | CCOC(=O)/C(=C\C=C1/Sc2cc(OCC)c(OCC)cc2N1CC)C(C)=O
7% | Cc1nc(NCc2ccccc2)c2nc(-c3ccccc3)n(CC(C)(C)CN(C)C)c2n1
3% | O=C(CCCSc1nnc(Nc2ccccc2F)s1)N1CCOCC1
3% | CCOc1cc(/C=N/NC(=O)C(C)Sc2ccccn2)ccc1O (stereo not drawn)
4% | O=C(COC(=O)/C=C/c1ccc(S(=O)(=O)N2CCOCC2)cc1)NCc1ccccc1
-9% | COc1ccc2c(c1)C(=O)[C@H](OC(=O)NCCc1ccc(OC)c(OC)c1)[C@@H](c1ccc(OC)c(Br)c1)O2
1% | COc1ccc(C(=O)NNS(=O)(=O)c2ccccc2)cc1
-5% | CCn1c(CNc2ccc(F)cc2)nnc1SCC(=O)Nc1ccc(OC)cc1
7% | Cc1ccc(S(=O)(=O)Oc2ccc(/C=C(/NC(=O)c3ccccc3)C(=O)NCCC(=O)O)cc2)cc1
5% | COc1cc(/C=N/NC(=S)Nc2cccc(C(=O)O)c2)cc(OC)c1OC
8% | Cc1nc(CC(=O)NNS(=O)(=O)c2ccc3ccccc3c2)cs1
-5%[57.5 µM] | Cc1c(O)cc2c(c1O)C(=O)CC(c1ccccc1)O2 (stereo not drawn)
-3%[57.5 µM] | C[C@]12CC[C@@H]3c4ccc(O)cc4CC[C@H]3[C@@H]1C[C@@H](O)[C@@H]2O[C@@H]1O[C@H](C(=O)O)[C@@H](O)[C@H](O)[C@H]1O

Arranged by molar mass (highest first): part of the list above.
ERK EGF block | structure
7% | Cc1ccc(S(=O)(=O)Oc2ccc(/C=C(/NC(=O)c3ccccc3)C(=O)NCCC(=O)O)cc2)cc1
7% | Cc1nc(NCc2ccccc2)c2nc(-c3ccccc3)n(CC(C)(C)CN(C)C)c2n1
3% | O=C(CCCSc1nnc(Nc2ccccc2F)s1)N1CCOCC1

2 of the compounds above, tab-delimited.
Molecule	ERK EGF block
COc1ccc(/C(C)=N/Nc2ccc(F)cc2F)c(O)c1	?
O=C(c1ccco1)N1CCN(c2nc(C(F)(F)F)nc3c2nnn3Cc2ccccc2)CC1	7%

(more compounds)
ERK EGF block | structure
7% | Cc1ccc(-c2nc(N3CCOCC3)sc2C(=O)N2CCCCC2)cc1
-5% | CC(=O)Nc1ccc(/C=C(\C#N)C(=O)NC2CCCCC2C)cc1 (stereo not drawn)
-10% | O=C1CCCC(C(C(=O)OCc2ccccc2)C(=O)OCc2ccccc2)C1 (stereo not drawn)
1% | Nc1cc(N2CCCCC2)c([N+](=O)[O-])cc1Cl
? | CC1=NC(=O)C(N=Nc2ccccc2)N1c1ccccc1 (stereo not drawn)
8% | CCOc1ccccc1NC(=O)COC(=O)Cc1ccc(-c2ccccc2)cc1
-4%[57.5 µM] | O=C(NOC(=O)c1ccccc1)c1ccccc1
7% | CC(C)c1onc(C(=O)N2CCN(C(c3ccccc3)c3ccccc3)CC2)c1[N+](=O)[O-]
0% | O=C(NC(=S)Nc1ccc(N2CCOCC2)c(Cl)c1)c1sc2ccccc2c1Cl
-3% | CC1=NN(c2nc(-c3ccc(C#N)cc3)cs2)C(=O)C1
3% | O=C(CN1CCC(N2CCCCC2)CC1)N1CCOCC1
-4% | CNC(=S)Nc1cc(Cl)ccc1Oc1ccccc1
4% | COc1ccc(C2=NN(C(=O)CCC(=O)O)C(c3cccs3)C2)cc1 (stereo not drawn)
5% | Cc1nc(Cl)c(C(=O)Nc2cccc(F)c2)c(C)c1Cl
-11% | O=C(O)c1ccc(CSc2nc3ccc(NC(=O)c4ccccc4C(=O)O)cc3s2)cc1
14% | Cn1cc(/C=C(\C#N)C(=O)Nc2ncc(Cc3ccc(Cl)cc3)s2)c2ccccc21
21% | Cc1occc(=O)c1O
-8% | COc1cccc(CN2CCN(Cc3nc(-c4cccc(F)c4F)oc3C)CC2=O)c1
0% | c1ccc(Cc2nnc(N3CCCCC3)c3ccccc23)cc1
9% | CC(C)(C)NC(=O)CSCc1c(Cl)cccc1Cl
-7% | O=C(NCC1CCCO1)C(c1cccs1)N(Cc1ccccc1)C(=O)c1ccc(-c2ccccc2)[nH]1 (stereo not drawn)
-3% | Cc1cc(C)c2cc(C#N)c(NCCNC(=S)NCCCN3CCOCC3)nc2c1
11% | Cc1cc(CNC(=O)COc2ccccc2)c2ccccc2n1
-17% | COc1ccc2nc(NNC(=O)C3COc4ccccc4O3)sc2c1 (stereo not drawn)
-11% | CC(=O)N1CCC2(CCCN(c3ccc(-c4ccccc4)cc3)C2)CC1
-17% | Cc1nc2ccccn2c1C(=O)NN=C1CCN(C)CC1
1% | CCOC(=O)c1c(NC(=S)Nc2ccc(Cl)cc2)sc2c1CCN(C)C2
7% | COc1ccc2c(c1)O/C(=C\c1sccc1C)C2=O
2% | CCOC(=O)Cc1csc(NC(=O)CSc2nnc(C3CC3)n2C)n1
4% | CCN(CC)S(=O)(=O)c1ccc(C(=O)N(c2ccccc2)C2C=CS(=O)(=O)C2)cc1 (stereo not drawn)
-3% | COCCCNCCCCOc1ccc(Br)cc1C
2% | CSc1cccc(NC(=S)N(Cc2ccc(C)cc2)Cc2cccnc2)c1
-2% | Cc1ccc(-c2csc(NC(=O)C3CCN(S(=O)(=O)c4cccs4)CC3)n2)cc1
9% | CC(=O)c1c(C)nc(-c2ccccc2)nc1NC(=O)Cc1ccccc1
4% | CN1CCC(OC(=O)COc2ccc(F)cc2)CC1
6% | O=C(NCc1cccnc1)c1csc2c1CCCC2
-5%[57.5 µM] | COc1ccc(/C=N/NC(=O)c2ccc3nc[nH]c3c2)cc1
? | O=C(/C=C/c1cccs1)Nc1ccc([N+](=O)[O-])cc1
-6% | CC(C)NC(=O)N1CC[C@@]2(CCCN(C(=O)c3cc(C(F)(F)F)cc(C(F)(F)F)c3)C2)C1
1%[57.5 µM] | CCOc1ccc(/C=N/Nc2nc(=O)[nH]nc2C)cc1OC
-3% | C/C(=N\Nc1ncc(Cl)cc1Cl)c1ccc(OC(F)F)cc1
0%[57.5 µM] | COc1cccc(C(=O)Nc2c[nH]c(=O)[nH]c2=O)c1
3% | CC(/C=N/NC(=O)Cn1cnc2ccccc21)=C\c1ccccc1
2%[57.5 µM] | CN(Cc1ccccc1)C(=O)COc1ccc(Br)cc1Cl
-11% | Cc1ccc(C(=O)OCC(=O)NCc2cccs2)cc1C
4% | Nc1nc(Sc2ccc(C(F)(F)F)cn2)n[nH]1
-5% | COc1ccccc1NS(=O)(=O)c1cc([N+](=O)[O-])ccc1N/N=C/c1sc(N2CCOCC2)nc1-c1ccccc1
8%[57.5 µM] | Cc1cc(NC(=O)C(=O)NCc2cccc(Cl)c2)no1
